Compound activity deposited in PubChem BioAssay by several laboratories.
GLD-1 RNA inh: GLD-1-TGE RNA interaction inhibition (C. elegans) | Q17339 | purified GLD-1 + fluorescein TGE RNA, fluorescence polarization | inhibition, % at 5.96 µM | 320,000 tested, 0.44% active | AID 2280;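 active = percent inhibition above a per-plate cutoff, the plate mean of test compounds plus 3 SD, cut at about 30% in these data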;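 also: 0% = DMSO wells with GLD-1 and probe and 100% = wells lacking GLD-1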
AGP1-GFP MLPCN: modulators of TOR pathway AGP1-GFP in S. cerevisiae. GFP response vs DMSO, % at 10 µM. AID 2066. S. cerevisiae AGP1-GFP multiplex flow cytometry, 3 h; GFP as percent of DMSO wells. 320,000 tested, 0.02% active;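 active = GFP response relative to DMSO above a set limit, near screen average plus 3 SD, cut at about 150% in these data; inconclusive = fewer than 70 cells counted for the yeast strain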;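 also: median GFP channel fluorescence of the gated AGP1 strain per well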
MCL1 BIM primary: MCL1-BIM-BH3 interaction inhibition (human) | Q07820 | GST-MCL1 / FITC-Bim-BH3 fluorescence polarization | inhibition, % at 10.9 µM | 320,000 tested, 0.68% active;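 active = inhibition above the mean inhibition of all tested compounds plus 3 SD, set per campaign, cut at about 40% in these data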;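 also: 0% = DMSO wells and 100% = unlabeled Bim-BH3 peptide control; higher means more loss of mP so more displacement of Bim peptide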
BCLXL inh: inhibitors of human Bcl-xL. Q07817. GST-Bcl-xL / FITC-Bim BH3 peptide fluorescence polarization. inhibition, % at 10.9 µM. 320,000 tested, 0.7% active. AID 2129;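 active = inhibition above the mean of all tested compounds plus 3 SD, cutoff set per campaign, cut at about 30% in these data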;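 also: 0% = DMSO wells and 100% = unlabeled Bim-BH3 peptide competitor; inhibitors lower millipolarization by displacing the labeled peptide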
Target sequence (Q07817 whole entry, looked up): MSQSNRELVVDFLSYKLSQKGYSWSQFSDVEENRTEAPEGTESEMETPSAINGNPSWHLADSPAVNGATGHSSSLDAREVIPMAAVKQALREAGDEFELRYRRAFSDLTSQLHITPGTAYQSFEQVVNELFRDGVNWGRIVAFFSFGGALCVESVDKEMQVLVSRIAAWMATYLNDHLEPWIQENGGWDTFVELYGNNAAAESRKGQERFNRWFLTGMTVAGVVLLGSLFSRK
Yeast superoxide: lowers age-related superoxide in aged yeast cells; S. cerevisiae aged cells, superoxide DHE fluorescence; active compounds read low; superoxide response (% of plate mean), % at 10 µM; 330,000 tested, 0.18% active;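 active = superoxide response under a set limit, about three screen SD below normal, cut at about 65% in these data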;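 also: yeast aged for seven days with compound at 30 °C before DHE staining; 100% = average MFI of all compound-treated wells on the plate with controls excluded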
VLA-4 inh: inhibition in a human VLA-4 binding assay | P13612 | inhibition, % (about 7 µM as worked out from the volumes in the protocol) | 330,000 tested, 0.2% active | AID 2557 | VLA-4 expressing cells, ligand binding flow cytometry; in the data active = inhibition above about 50%
GRK2 aptamer HTS: inhibitors of human GRK2 displacing RNA aptamer; P25098; bead flow cytometry, FAM-aptamer displacement from GRK2; inhibition of aptamer binding, % at 10 µM; 330,000 tested, 0.59% active;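 active = inhibition of aptamer binding above 40%, roughly 3 SD of noise, on plates passing a quality check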;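 also: median bead fluorescence of bound FAM aptamer so fluorescent compounds give negative values; no value below 0 was filed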
Target sequence (P25098 whole entry, looked up): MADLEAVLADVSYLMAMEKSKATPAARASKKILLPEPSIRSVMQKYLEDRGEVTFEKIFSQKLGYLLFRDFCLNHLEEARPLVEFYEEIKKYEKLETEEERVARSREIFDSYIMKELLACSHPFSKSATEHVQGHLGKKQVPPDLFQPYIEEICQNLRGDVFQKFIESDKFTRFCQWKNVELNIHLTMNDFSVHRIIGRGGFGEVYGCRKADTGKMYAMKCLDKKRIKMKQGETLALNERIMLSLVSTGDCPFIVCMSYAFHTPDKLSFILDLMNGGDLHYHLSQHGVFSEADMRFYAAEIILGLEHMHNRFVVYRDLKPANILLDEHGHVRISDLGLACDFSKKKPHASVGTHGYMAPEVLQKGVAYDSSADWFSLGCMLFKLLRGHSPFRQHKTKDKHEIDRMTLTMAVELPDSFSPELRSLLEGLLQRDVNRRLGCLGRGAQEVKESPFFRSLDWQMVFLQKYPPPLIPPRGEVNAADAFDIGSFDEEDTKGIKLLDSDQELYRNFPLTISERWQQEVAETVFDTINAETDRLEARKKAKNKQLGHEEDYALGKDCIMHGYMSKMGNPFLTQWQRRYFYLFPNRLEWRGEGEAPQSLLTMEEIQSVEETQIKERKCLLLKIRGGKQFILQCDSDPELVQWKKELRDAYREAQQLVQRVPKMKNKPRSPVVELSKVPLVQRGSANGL
CIT2-GFP yeast: yeast TOR pathway CIT2-GFP modulation; S. cerevisiae CIT2-GFP strain, flow cytometry, 3 h; 100 means same as DMSO wells; AID 2029; 320,000 tested, 0.065% active; GFP response vs DMSO, % at 10 µM;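 active = GFP response relative to DMSO above a set limit, near the screen mean plus 3 SD, cut at about 150% in these data; inconclusive = Fewer than 70 cells measured for a yeast strain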;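 also: ratio of well median GFP fluorescence to mean of DMSO wells on the plate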
MEX-5 binding: C. elegans MEX-5 TCR-2 RNA binding activity; 300,000 tested, 0.38% active; Q9XUB2; MEX-5/FITC-TCR2 RNA binding, fluorescence polarization; active compounds read low; activity score (negative = inhibition of binding), % at 10 µM; AID 1832;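 active = inhibition past about -25% in most replicates, and total fluorescence under double the plate's negative control median, limit read from the data; inconclusive = replicates evenly split on the limit, or fluorescence at least double controls; inactive = too little inhibition in most replicates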;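 also: 0% = DMSO and -100% = 5 µM competing unlabeled TCR2 RNA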
Active calls of the source: *; u = inconclusive; x = no result given; [ ] = another dose, or the depositor's remark. The order is random. About 2.1% of those tested had a hit in this group.

SMILES | GLD-1 RNA inh | AGP1-GFP MLPCN | MCL1 BIM primary | BCLXL inh | Yeast superoxide | VLA-4 inh | GRK2 aptamer HTS | CIT2-GFP yeast | MEX-5 binding
O=C(CSc1ncn(-c2ccccc2)n1)Nc1nncs1 | -3 | 104 | 6 | 5 | 89 | 4 | 0 | 99 | -0.6
CCN(CC(=O)Nc1ccc(NC(C)=O)cc1)C(=O)c1cc2c(s1)CCCCC2 | -3 | 102 | 6 | 1 | 89 | 13 | 0 | 102 | x
C=C1C[C@@]23CCC4[C@@](C)(CCC[C@@]4(C)C(=O)O)C2CC[C@]1(O)C3 (stereo not given in full) | 4 | 83 | 5 | 5 | 109 | 16 | 15 | 82 | x
Cc1c(C(=O)Nc2ccccc2)sc2nc3n(c(=O)c12)CCCCC3 | 10 | 95 | 0 | -7 | 104 | 22 | 4 | 99 | 0.6
O=C(Oc1ccc(C(=S)N2CCCCC2)cc1)c1ccccc1F | 4 | 95 | 16 | 4 | 93 | 4 | 9 | 96 | -0.9
Cn1cccc1Cc1nnc(SCC(=O)N2CCCc3ccccc32)n1-c1ccc(F)cc1 | 1 | 106 | -3 | -4 | 101 | 10 | 5 | 107 | -3.0
CCn1cc(C(=O)NCCc2ccc(C)cc2)c(=O)c2cc(S(=O)(=O)N(C)C)ccc21 | 0 | 100 | 6 | -1 | 107 | 8 | 1 | 91 | 2.5
Cc1cc(C)c2oc(C(=O)NC3CCS(=O)(=O)C3)cc(=O)c2c1 (stereo not given) | 5 | 103 | 0 | 3 | 99 | 9 | 0 | 109 | 1.0
CCCCOc1ccc(N=Nc2ccc(N)nc2N)cn1 | -7 | 82 | -6 | -4 | 156 | -1 | 1 | 63 | 2.8
Cn1c(SCC(=O)c2ccccc2)nnc1-c1cccs1 | 3 | 107 | -5 | -6 | 92 | 17 | 0 | 101 | 1.4
O=C(OCCOc1cccc(Cl)c1)c1ccc2ncsc2c1 | 6 | 95 | 4 | 6 | 108 | 10 | 14 | 93 | 1.7
CCc1ccc(S(=O)(=O)N2CCN(C(=O)C3CCN(C(C)=O)CC3)CC2)cc1 | 2 | 99 | 6 | 6 | 94 | 5 | 2 | 103 | -0.2
O=C(NCCCNC(=O)c1ccco1)c1ccc(F)cc1 | -2 | 104 | -1 | -2 | 92 | 17 | 1 | 103 | 0.3
COc1cc(C(c2c(C)[nH][nH]c2=O)c2c(C)[nH][nH]c2=O)ccc1OC(=O)c1cccc([N+](=O)[O-])c1 | 1 | 106 | 8 | 7 | 99 | 1 | 2 | 112 | x
COC(=O)CCC(=O)NC(=S)Nc1cc(Cl)ccc1Cl | -1 | 97 | 5 | 2 | 88 | -7 | 4 | 92 | -1.5
CC(NC(=O)Cn1cccc1C(=O)c1ccccc1)c1ccc2c(c1)OCCO2 (stereo not given) | 5 | 97 | 5 | 4 | 87 | -2 | 1 | 99 | -0.4
CC(C)CN(CC(C)C)S(=O)(=O)N1CCC(C(=O)NCc2cccs2)CC1 | -11 | 93 | 7 | 8 | 91 | 8 | 0 | 101 | 0.0
O=C(Cc1ccccc1)Nc1ccc(NC(=O)c2cccs2)cc1 | -5 | 100 | 0 | -1 | 101 | 11 | 0 | 93 | -0.7
Cc1ccc2c(Cn3ccnc3)cc(=O)oc2c1C | -2 | 102 | 5 | 8 | 114 | 0 | 1 | 104 | 2.3
Cc1nnsc1-c1onc(C)c1C(=O)O/N=C/c1ccc(Cl)cc1 | -1 | 113 | 7 | 3 | 106 | -1 | 0 | 108 | -1.1
CC1=NC(C)(C)Cc2ccccc21 | 2 | 100 | 8 | 2 | 102 | 5 | 0 | 103 | 0.0
O=C(Nc1ncc2c(n1)CC(c1ccc(Cl)cc1)CC2=O)c1ccco1 (stereo not given) | 3 | 98 | 6 | 3 | 117 | 6 | 0 | 93 | 0.8
Cc1onc(-c2ccccc2)c1C(=O)Nc1nc(-c2cc(F)ccc2F)cs1 | 0 | 99 | 1 | -2 | 100 | 44 | 0 | 98 | 2.0
O=C(NC1CCCCC1)[C@H](CSCc1ccccc1)N1Cc2ccccc2C1=O | 2 | 102 | 6 | 3 | 94 | 19 | 6 | 103 | -0.4
CC(C)(C)c1nnc(NC(=O)CS(=O)(=O)Cc2ccccc2)s1 | -3 | 101 | 8 | 1 | 113 | -4 | 0 | 102 | -1.3

11 structures out of the list, ordered by formula weight, ascending:
SMILES | GLD-1 RNA inh | AGP1-GFP MLPCN | MCL1 BIM primary | BCLXL inh | Yeast superoxide | VLA-4 inh | GRK2 aptamer HTS | CIT2-GFP yeast | MEX-5 binding
O=C(CSc1ncn(-c2ccccc2)n1)Nc1nncs1 | -3 | 104 | 6 | 5 | 89 | 4 | 0 | 99 | -0.6
COC(=O)CCC(=O)NC(=S)Nc1cc(Cl)ccc1Cl | -1 | 97 | 5 | 2 | 88 | -7 | 4 | 92 | -1.5
O=C(Cc1ccccc1)Nc1ccc(NC(=O)c2cccs2)cc1 | -5 | 100 | 0 | -1 | 101 | 11 | 0 | 93 | -0.7
O=C(Oc1ccc(C(=S)N2CCCCC2)cc1)c1ccccc1F | 4 | 95 | 16 | 4 | 93 | 4 | 9 | 96 | -0.9
Cc1c(C(=O)Nc2ccccc2)sc2nc3n(c(=O)c12)CCCCC3 | 10 | 95 | 0 | -7 | 104 | 22 | 4 | 99 | 0.6
Cc1nnsc1-c1onc(C)c1C(=O)O/N=C/c1ccc(Cl)cc1 | -1 | 113 | 7 | 3 | 106 | -1 | 0 | 108 | -1.1
CC(NC(=O)Cn1cccc1C(=O)c1ccccc1)c1ccc2c(c1)OCCO2 (stereo not given) | 5 | 97 | 5 | 4 | 87 | -2 | 1 | 99 | -0.4
Cc1onc(-c2ccccc2)c1C(=O)Nc1nc(-c2cc(F)ccc2F)cs1 | 0 | 99 | 1 | -2 | 100 | 44 | 0 | 98 | 2.0
O=C(NC1CCCCC1)[C@H](CSCc1ccccc1)N1Cc2ccccc2C1=O | 2 | 102 | 6 | 3 | 94 | 19 | 6 | 103 | -0.4
CCN(CC(=O)Nc1ccc(NC(C)=O)cc1)C(=O)c1cc2c(s1)CCCCC2 | -3 | 102 | 6 | 1 | 89 | 13 | 0 | 102 | x
CC(C)CN(CC(C)C)S(=O)(=O)N1CCC(C(=O)NCc2cccs2)CC1 | -11 | 93 | 7 | 8 | 91 | 8 | 0 | 101 | 0.0

Remaining list, next part:
SMILES | GLD-1 RNA inh | AGP1-GFP MLPCN | MCL1 BIM primary | BCLXL inh | Yeast superoxide | VLA-4 inh | GRK2 aptamer HTS | CIT2-GFP yeast | MEX-5 binding
CC(C)OC(=O)CN1CCN(C2c3ccccc3-c3ccccc32)CC1 | -2 | 117 | 8 | 8 | 100 | 5 | 2 | 99 | 0.6
CC1CCCN(c2nc3ccccc3nc2C(C#N)S(=O)(=O)c2ccccc2)C1 (stereo not given) | 55* | 117 | 69* | 77* | 90 | -11 | 0 | 115 | u
O=S(=O)(c1cccc2cccnc12)N1CCN(c2ccccc2)CC1 | -4 | 105 | 3 | 4 | 104 | 15 | 0 | 89 | -2.3
CC(=O)Nc1ccc(S(=O)(=O)NCC(=O)NC(C)c2ccc(S(N)(=O)=O)cc2)cc1 (stereo not given) | 9 | 109 | -4 | 1 | 97 | -3 | 1 | 107 | -1.5
C/C(=N\NC(=O)c1cccs1)C(C)(C)C | 1 | 96 | 0 | -1 | 96 | 13 | 0 | 98 | 1.1
O=C1C(c2ccc(F)cc2)N(Cc2ccc3c(c2)OCO3)C(=O)CN1C1CCCCCC1 (stereo not given) | 1 | 100 | 0 | 0 | 98 | 10 | 0 | 105 | 0.8
COc1ccc(CCNC(=O)Cc2ccc(C)cc2)cc1OC | -4 | 103 | 2 | 5 | 102 | 2 | 0 | 99 | 2.7
NC(N)=NC(=S)Nc1ccc(Cl)cc1 | x | 97 | x | x | 95 | -8 | 0 | 99 | -1.5
O=[N+]([O-])c1ccccc1OCCOc1ccccc1[N+](=O)[O-] | 3 | 155* | 0 | 3 | 104 | -1 | 0 | 131 | -0.8
O=C1CCCN1C(=O)CSc1nnnn1-c1ccccc1 | 9 | 98 | 8 | 5 | 88 | 9 | 3 | 86 | x
CCOc1ccccc1C(=O)OCC(=O)NCCNC(=O)COC(=O)c1ccccc1OCC | 5 | 105[may fluoresce red] | 0 | 8 | 97 | 14 | 6 | 95[may fluoresce red] | -5.9
O=C(NCC1CCCO1)Nc1ccc2c(c1)OCO2 (stereo not given) | 0 | 101 | 3 | 4 | 92 | 10 | 2 | 106 | 0.0
CN(C)/C=N/c1nc2nccc(-c3ccccn3)n2n1 | 6 | 100 | -5 | 6 | 97 | 1 | 1 | 98 | 1.3
O=C(CSc1ncnc2c1oc1ccccc12)Nc1cccc(C(F)(F)F)c1 | 7 | 102 | 4 | 0 | 114 | -10 | 0 | 95 | -0.5
Cc1ccc(S(=O)(=O)N/N=C/c2ccccc2O)cc1[N+](=O)[O-] | 0 | 115 | 7 | 5 | 102 | 11 | 2 | 120 | 2.2
Cc1ccc(NC(=O)CC2CS(=O)(=O)CC2CC(=O)Nc2ccc(C)c(C)c2)cc1C (stereo not given) | 6 | 105 | 2 | 7 | 102 | 3 | 1 | 92 | -0.3
O=C1S/C(=C\c2ccc(N3CCOCC3)o2)C(=O)N1Cc1c(F)cccc1Cl | -69 | 105 | -109 | -65 | 116 | -81 | 0 | 100 | -1.3
CC(C)c1ccc(/C=N/NC(=O)CN(c2cccc(Cl)c2Cl)S(C)(=O)=O)cc1 | 5 | 105 | -2 | 2 | 99 | 13 | 0 | 101 | 1.7
COc1ccc(CCNC(=O)CN2CCOc3ccccc32)cc1OC | 5 | 107 | 6 | 1 | 81 | 7 | 0 | 100 | 2.6
CC1(C)C2C/C(=N\O)C(C)(/[N+]([O-])=C/c3cccc([N+](=O)[O-])c3)CC21 (stereo not given) | 5 | 97 | 5 | 1 | 112 | 5 | 4 | 87 | 1.0
CCN(Cc1cnn(C)c1)C(=O)c1cc(COc2ccc(F)cc2F)on1 | -1 | 103 | 0 | -1 | 115 | 9 | 0 | 106 | -0.8
CN(CC(=O)Nc1ccc(F)c(F)c1F)C1CCCCC1 | -1 | 107 | -8 | -2 | 98 | 2 | 8 | 99 | -2.3
Cn1ccnc1C(=O)c1ccc(N)cc1 | -3 | 102 | 6 | 8 | 96 | -9 | 2 | 106 | 0.3
CNC(=O)/C=C1\NC(C)(C)Cc2c1ccc1ccccc21 | 7 | 93 | 4 | 8 | 99 | 11 | 0 | 101 | 4.3
Cc1ccn(C(C)CC(=O)N2CCc3ccccc32)n1 (stereo not given) | -2 | 100 | -1 | 4 | 82 | 27 | 0 | 99 | 0.3
Oc1ccc(Cc2ncc(C(F)(F)F)cc2Cl)cc1 | 2 | 101 | -2 | 0 | 112 | -9 | 0 | 88 | -0.3
CCOC(=O)c1c(NC(=S)NC(C)=O)sc(C)c1C | 0 | 101 | 4 | 7 | 81 | -12 | 1 | 103 | -2.7
CC1CC2=C(C(=O)O1)C(c1ccc(Cl)cc1)Nc1ccccc1N2 (stereo not given) | 2 | 100 | 7 | 7 | 103 | -5 | 0 | 104 | -1.9
